DAGLB inh: DAGLB lipase inhibitors, primary screen, biochemical, fluorescence, HTS; Diacylglycerol lipase-beta (Homo sapiens), Q8NCG7; HEK293T DAGLB membrane lysate, EnzChek fluorogenic substrate; inhibition, % at 5.17 µM; hit rate 0.059% among 340,000; in the data active = inhibition above about 34%;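 also: 0% = enzyme with vehicle and 100% = wells lacking enzyme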
HTR5A inv ag: HTR5A inverse agonists in luminescence cell assay, primary screen, counter-screen for OPRM1-OPRD1 heterodimer inverse agonist project, full-deck HTS; HTR5A cell line, inverse agonism; inhibition, % at 9.3 µM; hit rate 0.083% among 340,000; AID 504634, 2011; in the data active = inhibition mostly above about 23%, no sharp cut-off; inactive = mostly below about 18%;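 also: 0% = cells with DMSO and 100% = no-cell wells with DMSO; some compounds called inactive have numbers as strong as hits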
Target sequence (P47898 whole entry, looked up): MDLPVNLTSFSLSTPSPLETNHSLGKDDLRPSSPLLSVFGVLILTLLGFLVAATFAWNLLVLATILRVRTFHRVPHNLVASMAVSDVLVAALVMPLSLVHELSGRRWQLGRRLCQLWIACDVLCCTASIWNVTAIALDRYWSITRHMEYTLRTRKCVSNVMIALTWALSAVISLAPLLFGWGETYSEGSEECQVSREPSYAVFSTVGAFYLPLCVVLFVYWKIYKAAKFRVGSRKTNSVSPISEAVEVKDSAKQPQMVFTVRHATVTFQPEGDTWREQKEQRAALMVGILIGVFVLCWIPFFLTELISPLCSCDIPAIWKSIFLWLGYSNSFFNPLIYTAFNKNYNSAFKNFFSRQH
PKA-R1A act: activators of PKA-R1A holoenzyme, primary screen, biochemical, fluorescence polarization, Cy5-IP20, bovine R1A, mouse PKAc; cAMP-dependent protein kinase type I-alpha regulatory subunit (Bos taurus) + …; PKA-R1A dissociation; scaled: DMSO 0%, 113 µM cGMP 100%; activation, % at 11.4 µM; hit rate 0.083% among 340,000;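 active = percent activation above the mean of all tested compounds plus 3 SD, cut at about 19% in these data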;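 also: higher means more PKAc released from R1A so a rise in polarization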
HTR5A ag ctr: HTR5A agonists in luminescence cell assay, primary screen, counter-screen for OPRM1-OPRD1 heterodimer agonist project, full-deck HTS; 5-hydroxytryptamine receptor 5A (Homo sapiens), P47898; cell-based; activation, % at 9.3 µM; hit rate 0.61% among 340,000; in the data active = activation mostly above about 9.5%, no sharp cut-off; inactive = mostly below about 7.6%;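 also: 0% = cells with vehicle only and 100% = reference agonist; strong numbers were not always called active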
CDK5 inh: inhibitors of human CDK5/p35 kinase, primary screen, biochemical, single concentration | AID 488839, 2010 | inhibition, % at 10 µM | Recombinant CDK5/p35, ADP-Glo luminescence, 60 min | Cyclin-dependent kinase 5 (Homo sapiens) + Cyclin-dependent kinase 5 activator 1 (Homo … | hit rate 0.01% among 330,000;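 active = highest replicate inhibition of at least 50% and at least 75% of replicates reaching 50%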;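 also: plate controls were DMSO neutral control for no effect and GW8510 at 10 µM for full effect; many of its hits are not listed in these tables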
Target sequence (Q00535 whole entry, looked up): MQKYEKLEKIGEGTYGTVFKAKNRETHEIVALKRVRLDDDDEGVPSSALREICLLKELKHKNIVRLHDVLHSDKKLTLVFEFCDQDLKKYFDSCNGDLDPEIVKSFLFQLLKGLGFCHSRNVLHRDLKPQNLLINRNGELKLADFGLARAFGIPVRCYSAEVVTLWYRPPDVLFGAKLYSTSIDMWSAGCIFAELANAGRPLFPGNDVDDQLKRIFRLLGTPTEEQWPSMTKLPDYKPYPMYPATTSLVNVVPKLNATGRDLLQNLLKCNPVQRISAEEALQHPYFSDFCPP
Target sequence (Q15078 whole entry, looked up): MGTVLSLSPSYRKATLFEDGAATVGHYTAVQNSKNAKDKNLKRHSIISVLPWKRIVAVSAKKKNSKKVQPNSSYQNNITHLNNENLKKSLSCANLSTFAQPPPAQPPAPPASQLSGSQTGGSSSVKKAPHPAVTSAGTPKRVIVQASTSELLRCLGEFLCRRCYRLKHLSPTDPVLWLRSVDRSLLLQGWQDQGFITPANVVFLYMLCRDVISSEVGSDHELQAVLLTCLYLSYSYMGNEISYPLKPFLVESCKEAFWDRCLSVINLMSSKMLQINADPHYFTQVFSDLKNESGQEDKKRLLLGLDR
AddAB inh: growth inhibition of E. coli expressing H. pylori AddAB, primary screen, AddAB inhibitor project, absorbance; inhibition, % at 11.9 µM; hit rate 0.29% among 330,000; AID 435030, 2010; in the data active = inhibition above about 12%;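 also: 0% = vehicle wells of infected cells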
SUMO Mot1 rescue: yeast Mot1-301 growth rescue at high temperature, primary screen, SUMOylation pathway inhibitor project, S. cerevisiae, ATP luminescence, 38.5C; S. cerevisiae Mot1-301 growth rescue; percent above DMSO median, 100 means doubled; growth rescue, % at 18.8 µM; hit rate 1% among 320,000; AID 2716, 2010;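 active = every valid replicate shows activation above 250% relative to neutral control wells; inactive = the rest, any valid replicate at or below 250%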;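 also: OY570 slx delta 5 strain wells were the positive control but not used for scaling; some compounds called inactive have numbers as strong as hits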
Tat export inh: E. coli Tat export inhibitors, primary screen, MC4100, TorA-mCherry reporter, fluorescence, single point; inhibition, % at 10 µM; hit rate 0.036% among 340,000; AID 488895, 2010;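 active = mean replicate inhibition at least 50% and at least half of replicates individually reaching 50%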;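 also: exported cargo escapes ClpAP degradation while cytoplasmic cargo is degraded and loses fluorescence; 0% = median of neutral control wells and 100% = median of NaSCN control wells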
phage Ecoli inh: growth loss of phage-infected E. coli, primary screen, RecBCD inhibitor project, absorbance, with phage, HTS; inhibition, % at 11.9 µM; hit rate 0.26% among 360,000; AID 651602, 2012; in the data active = inhibition above about 11%
PKA-R2B act: activators of PKA-R2B holoenzyme, primary screen, biochemical, fluorescence polarization, Cy5-IP20, human; cAMP-dependent protein kinase catalytic subunit beta (Homo sapiens) + cAMP-dependent …; PKA-R2B holoenzyme dissociation; R2B truncated from residue 108, S112A mutant; 0% DMSO only, 100% 113 µM cGMP; activation, % at 11.4 µM; hit rate 0.079% among 340,000; AID 504700, 2011;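 active = activation above a cutoff set at the mean over all compounds plus 3 SD, cut at about 18% in these data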;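 also: higher means more holoenzyme dissociation and a rise in polarization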
Ecoli viability: E. coli V3065 growth inhibition, primary screen, counter-screen for AddAB inhibitor project, absorbance, OD600; 18 h; inhibition, % at 11.9 µM; hit rate 0.27% among 330,000; AID 449728, 2010;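 active = inhibition above the campaign's mean inhibition across all tested compounds plus 3 SD, cut at about 9.9% in these data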;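 also: uninfected addAB+ strain grown without phage in ampicillin broth; 0% = DMSO wells and 100% = ciprofloxacin 0.95 µg/ml wells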
An asterisk follows results filed as active; nt = not tested or not shown.

SMILES	DAGLB inh	HTR5A inv ag	PKA-R1A act	HTR5A ag ctr	CDK5 inh	AddAB inh	SUMO Mot1 rescue	Tat export inh	phage Ecoli inh	PKA-R2B act	Ecoli viability
Cc1ccc(S(=O)(=O)N2CCCCC2)cc1NC(=O)Cn1cnnn1	0	-6	0	2	2.0	0.9	4	-21	-1.9	3	-0.3
Cc1cc(=O)c(C(=O)Nc2cccc(C(=O)NC3CC3)c2)nn1-c1ccccc1Cl	-6	-19	8	8	-1.2	1.4	-6	-1	-0.1	1	-0.7
O=C(NNc1ccccc1)C(=O)NNS(=O)(=O)c1ccc(CCCl)cc1	-1	4	0	-4	0.5	1.6	-26	5	0.1	-8	0.3
COc1ccc(CCC(=O)N2CCN(c3cccc(C)c3C)CC2)cc1	-10	5	-8	-2	0.5	2.3	318	-5	-0.1	-5	-0.8
CC[C@@]12C(=O)N(c3cccc(Br)c3)C(=O)N1[C@H](c1ccc(OC)cc1)[C@@H]1C(=O)N(C(C)(C)C)C(=O)[C@@H]12	1	-5	-4	3	1.0	3.1	19	2	2.2	-1	2.3
O=C(NNc1nc2c(F)cccc2s1)C1COc2ccccc2O1 (stereo unspecified)	1	36	-14	-3	-2.7	0.4	-6	-4	2.9	-6	0.2
COc1cc2[nH]c(=S)n(Cc3ccco3)c(=O)c2cc1OC	-2	10	0	0	-2.3	-0.3	84	-6	4.9	7	2.2
NC(=O)CSCc1c(Cl)cccc1Cl	1	-20	-4	13*	-0.2	0.4	-9	0	2.0	-9	-0.1
CCN(CC)S(=O)(=O)c1ccc(NC(=O)COC(=O)c2cnc(C)cn2)cc1	-2	-6	11	-3	1.4	3.0	7	-2	2.5	-4	0.5
COc1ccc(Cl)cc1NC(=O)CSc1nnc(CN2CCOCC2)n1-c1ccc(Cl)cc1	2	-18	-10	8	1.5	2.6	-10	7	1.6	-14	-0.1
COc1cc(/C=N\Nc2nc(-c3cccs3)c(NC(C)=O)s2)ccc1O	2	-1	-10	0	1.1	0.1	-21	-7	-0.3	0	0.6
C=C[C@H](CC(C)C)N(Cc1ccccc1)S(=O)(=O)N(Cc1ccccc1)[C@@H](C=C)CC(C)C	3	32*	-4	0	0.0	4.0	-15	-13	5.7	-3	3.0
COc1ccccc1C(=O)C(O)c1ccccc1OC (stereo unspecified)	-2	-13	1	5	-1.5	0.7	4	6	3.7	2	-3.2
CCOC(=O)C1=C(O)/C(=C/c2ccc(OCC(=O)O)c(OC)c2)SC1=Nc1ccc(OC)cc1	4	-1	-10	0	-1.7	2.4	4	11	1.2	-3	0.7
CC(=O)NCCNC(=O)[C@H](Cc1ccccc1)NC(=O)c1cccs1	1	4	-5	-2	-0.7	-1.3	159	-7	2.0	8	-2.4
CC(=O)N1CCSc2ccc(S(=O)(=O)NCCc3ccc(C)cc3)cc21	3	-11	12	4	0.0	3.5	21	-5	1.4	8	-0.7
CCOc1ccc(N(CC(=O)NN=C2CCCC2)S(C)(=O)=O)cc1	0	-3	7	1	-0.3	1.1	21	-1	2.4	0	2.7
COC(=O)c1ccccc1NC(=O)c1cccc(NC(=O)c2ccc(Br)o2)c1C	-4	-7	-8	10	-0.9	1.3	9	-2	2.5	-2	0.9
CCCCc1ccc(NC(=S)NCCc2ccc(S(N)(=O)=O)cc2)cc1	0	-5	2	-1	-0.2	1.5	-12	1	2.4	3	2.1
COc1ccc(OCc2nc(N)nc(Nc3ccccc3)n2)cc1	3	-11	-14	13	nt	1.5	6	0	1.7	-3	-3.5
CC(C)c1cc(NC(=O)CCl)on1	0	-15	0	3	0.2	-1.7	119	24	3.6	-1	-1.2
NC(=O)C(c1ccc(Cl)cc1)c1ccc(Sc2ccccc2)nn1 (stereo unspecified)	3	-7	-8	4	0.3	3.6	nt	5	3.2	-1	-0.9
CCc1nc2c(cnn2-c2ccc(Cl)cc2)c(=O)n1-c1ccc(OC)cc1	3	15	2	7	0.2	0.9	nt	3	2.9	-2	1.7
COc1ccc(CCNC(=O)CSc2ccc(-c3ccncc3)nn2)cc1	0	12	4	-2	-0.6	0.0	-4	-3	0.5	4	1.6
CCN(CC)S(=O)(=O)c1cccc(NC(=O)C2SC(=Nc3ccc(C)cc3C)C(C(=O)NCC3CCCO3)=C2N)c1 (stereo unspecified)	-5	7	8	1	-1.1	-1.5	nt	4	3.1	2	-1.2
(further entries)
SMILES	DAGLB inh	HTR5A inv ag	PKA-R1A act	HTR5A ag ctr	CDK5 inh	AddAB inh	SUMO Mot1 rescue	Tat export inh	phage Ecoli inh	PKA-R2B act	Ecoli viability
Cn1ncc(Cl)c1C(=O)NCC1CCCO1 (stereo unspecified)	0	-7	3	3	-0.5	2.2	1	-7	2.1	-1	2.9
CC(C)COC(=O)c1ccc(NC(=O)C2C3C=CC(C3)C2C(=O)O)cc1 (stereo unspecified)	0	8	-8	-3	-0.2	5.1	-2	8	-0.6	5	0.4
COC(=O)c1c(C(=O)OC)c(-c2ccc(C(C)(C)C)cc2)n2c1CS(=O)C2 (stereo unspecified)	3	-18	-9	6	2.5	2.4	283	0	3.0	3	-0.1
O=C(CNC(=O)OCc1ccccc1)OC(c1ccccc1)c1ccccc1	-10	-7	-6	2	-1.5	nt	nt	12	2.3	-6	nt
Cc1ccc(-n2nnc(-c3cc4ccccc4nc3Cl)n2)cc1	-3	-23	0	8	-0.5	3.9	-3	1	0.7	-14	1.0
O=C(NCc1ccccn1)C1CN(S(=O)(=O)c2ccccc2)CCN1S(=O)(=O)c1ccccc1 (stereo unspecified)	nt	nt	nt	nt	-0.9	0.5	1	-3	2.3	nt	-0.7
CCCS(=O)(=O)c1c(S(=O)(=O)CCC)c2ccccn2c1C(=O)OC	0	-2	-7	2	-7.2	2.0	-8	16	0.0	-5	-0.8
COCCN(Cc1cc2cc(C)ccc2nc1Cl)C(=O)Nc1ccccc1OC	-13	9	8	5	-4.6	2.1	2	1	4.3	-1	-0.4
Cc1[nH][nH]c(=O)c1C(c1ccc(N(C)C)c(Br)c1)c1c(C)[nH][nH]c1=O	0	1	4	-6	0.3	0.8	-18	1	3.1	9	1.6
COc1ccc(C(=O)CC(=O)c2ccccc2O)cc1OC	2	-7	-6	2	2.9	-3.4	4	-7	5.1	0	-4.5
CCOC(=O)c1sc(NC(=O)c2cccc(S(=O)(=O)N3c4ccccc4CC3C)c2)cc1C (stereo unspecified)	-3	-12	0	11	1.1	0.6	19	-1	2.2	-2	-1.4
Nc1c2c(nc3sc4c(c13)CCCC4)-c1ccccc1CC2	-5	3	8	-1	2.0	1.2	14	2	0.4	1	0.5
Cc1ccnc(NS(=O)(=O)c2ccc(NC(=O)Cc3c(F)cccc3Cl)cc2)n1	0	-13	-2	4	0.2	-0.1	-5	-2	1.7	-2	1.2
COc1ccc(C(=O)N/N=C(\C)c2ccc3c(c2)C2C=CCC2C(c2ccccc2)N3)cc1 (stereo unspecified)	10	-13	6	5	1.0	4.3	3	-24	nt	4	-2.6
c1ccc(-n2nnnc2SCc2ccccn2)cc1	1	-10	-9	4	0.4	0.7	167	4	4.3	-6	0.4
O=C(NCCC1=CCCCC1)C1CCN(S(=O)(=O)c2ccc(Br)s2)CC1	-5	-26	3	1	0.2	4.1	10	3	-0.1	0	1.6
CC(=NNC(=O)CCC(=O)Nc1ccccc1Cl)c1ccco1	0	16	-6	-4	1.2	-1.1	7	-8	2.4	-7	0.1
CC(C)NC(=O)[C@H](CSCc1ccccc1)N1Cc2ccccc2C1=O	2	-13	-11	4	-0.3	0.0	-23	1	2.7	-2	-1.3
O=[N+]([O-])c1cc(Cl)ccc1NCCNc1ncc(C(F)(F)F)cc1Cl	13	-8	-6	3	0.7	1.7	-1	1	-0.4	2	-2.2
CN(C(=O)Nc1cccc(C(F)(F)F)c1)C1CCCCC1	-2	-5	0	1	0.5	0.9	-7	6	1.5	-4	0.2
CCOc1nc(C)ccc1-c1noc(-c2ccccc2OC)n1	-9	-3	-6	0	-0.7	1.4	0	2	1.4	-9	-1.0
COc1ccc2oc(C(=O)OCC(=O)N3CCN(S(=O)(=O)c4ccccc4)CC3)c(C)c2c1	-4	-2	-12	1	1.0	-1.2	5	4	5.4	-8	1.5
O=C(N/N=C/c1coc2ccc(Cl)cc2c1=O)c1ccc(O)cc1	1	3	2	-1	0.5	nt	-3	-13	-0.4	-3	nt
O=C(c1ccco1)N(Cc1ccco1)c1ccc(O)cc1	1	-28	-9	-1	0.2	2.3	-8	-6	1.6	1	-0.2
COC(=O)c1scc(S(=O)(=O)C(C)(C)C)c1-n1cccc1	-1	-5	-1	0	0.9	1.4	-1	2	2.5	-5	2.0
Cc1ccc(S(=O)(=O)N(CC(=O)NC2CC2)c2ccc(C)c(Cl)c2)cc1	-6	0	-9	3	-1.7	-0.8	-20	-11	-0.2	-11	1.4
Cc1ccc(O)c(NC(=O)/C=C/C(=O)O)c1	-2	10	-2	-1	-1.7	0.8	-3	0	3.4	2	-0.2
N#Cc1ccc(Oc2ccc(NC(=O)C3CC=CCC3C(=O)O)cc2)cc1 (stereo unspecified)	1	10	-8	-1	-2.6	2.7	-15	-2	4.3	-16	-1.5

Assay outcomes from PubChem.
